b-catenin transl: modulators of beta-catenin nuclear translocation, primary screen, imaging, HeLa cells, immunofluorescence, high-content; nuclear translocation activity, % at 5 µM; actives 0.3% (n = 190,000); AID 1665, 2009;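 active = nuclear translocation activity above 50% at 5 µM, with a well cell count of 50 or more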;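 also: per-cell ratio of nuclear to cytoplasmic median beta-catenin stain intensity; plate controls were DMSO negative control for no effect and GSK-3 inhibitor IX positive control for full effect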
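Test system: human HeLa cells, native beta-catenin. Compound dosing: 5 µM primary single dose, 0.1% DMSO, 0.02–20 µM confirmation series. Incubation: compound exposure 24 h at 37°C. Detection: beta-catenin immunostaining with DAPI counterstain, 20x imaging, 6 fields/well. Read-out basis: Nuclear/cytoplasmic beta-catenin signal ratio, % activation.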
Yfh1-depleted yeast: enhancers of respiration in Yfh1-depleted yeast, dose response, Friedreich's ataxia, plus single-dose screen (AID 1465); S. cerevisiae Yfh1-off respiration, WST-1 reduction, 72 h; higher fold induction means a stronger effect; one-dose fold induction at 50 µM; EC50 in µM for titrated hits; actives 0.074% (n = 220,000);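 active = fold induction of absorbance versus untreated yeast above a set limit, then at least 30% activation at any dose in follow-up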;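 also: activators that raise dye reduction in frataxin-depleted yeast; strong numbers were not always called active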
Lipid droplet: inhibitors of hepatocyte lipid droplet formation, primary screen, imaging, high-throughput imaging, BODIPY stain | AML12 mouse hepatocytes, oleate lipid droplets | inhibition, % at 6.5 µM | actives 0.4% (n = 240,000);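 active = lipid droplet intensity inhibited by at least 50%, with more than 500 cells counted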
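Assay system: AML12 mouse liver cells | Compound: 6.5 µM single-point dosing | Schedule: Overnight exposure | Technique: Fluorescence imaging, 20x objective, two fields per well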
MT stabilize HCS: microtubule stabilizers in HeLa cells, primary screen, imaging, high-content imaging | actives 0.83% (n = 200,000) | AID 2205, 2009 | % tubulin-high responders, % at 10 µM | HeLa tubulin immunostaining HCS, 24 h; share of cells brighter than vehicle mean+2SD;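 active = plate Z-score above 3 for both tubulin-high and condensed-nucleus cell shares, with cell loss under 80%, at 10 µM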;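 also: anti alpha tubulin signal scored within the nucleus-defined area of each cell; some results filed as inactive read as strong as hits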
HEK293 NOD2/NF-kB: NOD2 signaling inhibitors, cell-based, luminescence, uHTS, HEK293 (AID 1566). inhibition, % at 4 µM; hits with a dose series show EC50 in µM. HEK293 NOD2/NF-kB luciferase reporter, luminescence; higher % means a stronger effect. actives 0.63% (n = 290,000); in the data active = inhibition above about 50%; also: many of its hits are not listed in these tables
Dynein transport: inhibitors of GR-EGFP nuclear translocation, primary screen, dynein cargo transport inhibitor project, imaging, high-content, 3617.4 mouse cells; z-score, hits read low; test concentration mostly 20 µM; stimulated with dexamethasone, 1 µM; hits give low values; AID 1381, 2008; actives 0.47% (n = 220,000);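 active = plate z-score of nuclear minus cytoplasmic receptor signal below a set negative limit, without overly bright fluorescence or cell loss, cut at about -3.5 in these data, passing the limit was not always enough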;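 also: z-score of nuclear minus cytoplasmic ring GR-EGFP intensity difference per well; some compounds called inactive have numbers as strong as hits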
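Medium: Induction medium lacking tetracycline, stripped serum | Probe or stimulus: 1.0 µM final dexamethasone stimulus | Schedule: 48 h induction, then 1 h compound, then 30 min agonist, 37 °C | Signal: Automated 10x imaging of fixed Hoechst-stained cells | Evaluation: Per-cell GR-EGFP intensity, nucleus versus surrounding cytoplasmic ring, well-averaged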
Ins promoter up: insulin promoter activators in MIN6 cells, imaging, high-content screening, mouse beta cells; z-score at 5 µM; MIN6 insulin promoter-GFP reporter; hits give high values; actives 0.3% (n = 190,000);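 active = z-score above 3 at 5 µM with at least 500 cells counted in the well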
WT yeast gro inh: growth inhibition of WT strain, primary screen, mitochondrial fusion inhibitor project, WT and mutant strains, chemical genetic; inhibition, % at 10 µM; mitochondrial fusion phenotypic screen; actives 2.1% (n = 190,000); in the data active = inhibition above about 58%; tested in S. cerevisiae
Autophagy mod: autophagy modulators in MEF cells, primary screen, imaging, high-content, MEF GFP-LC3. MEF GFP-LC3 puncta imaging; test concentration mostly 10 µM. calls only at 10 µM (by protocol). actives 0.98% (n = 190,000);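 active = percentage of spot-positive cells more than 3 SD above its plate mean, without a fluorescence outlier flag or 80% toxicity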;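 also: spot-positive cell cutoff set from DMSO-treated cells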
WT yeast gro inh mutant strain: recorded beside WT yeast gro inh, whose call it bears; inhibition, %; mitochondrial fusion phenotypic screen, mutant strain inhibition
Dynein transport cytoplasmic EGFP: second read-out of Dynein transport, no call of its own (marks repeat the call); z-score; measured here: cytoplasmic GR-EGFP intensity; hits give high values
Dynein transport nuclear GR-EGFP: also measured in Dynein transport; calls as there; z-score; measured here: nuclear GR-EGFP intensity;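 lower value marks the stronger effect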
Dynein transport cell count: second read-out of Dynein transport, no call of its own (marks repeat the call); z-score; measured here: cell count per field
Ins promoter up cell count: second read-out of Ins promoter up, no call of its own (marks repeat the call); cell count; measured here: cytotoxicity, nuclei count;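 total cells summed across four imaged fields per well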
Lipid droplet cells 6.5 µM: also measured in Lipid droplet; calls as there; cell count; measured here: cell count, cytotoxicity flag;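 cells counted across two imaged fields per well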
b-catenin transl cell count 5 µM: further read-out of b-catenin transl, marked with its call; cell count; measured here: cell count, cytotoxicity flag
MT stabilize HCS Hoechst-high %: recorded beside MT stabilize HCS, whose call it bears; % Hoechst-high responders; measured here: nuclear condensation Hoechst responders;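 share of cells brighter than vehicle mean plus two SD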
MT stabilize HCS cytotoxicity %: also measured in MT stabilize HCS; calls as there; toxicity, %; measured here: cytotoxicity by cell density;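 0% = mean cell density of plate MIN control wells and 100% = no cells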
Autophagy mod cell loss 18 h: recorded beside Autophagy mod, whose call it bears; toxicity, %; measured here: cell loss, nuclei count;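 cell loss after 18 h compound exposure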
Starred values were filed as active, the others as inactive; i = inactive; . = no result given. A portion of the library; count on the stated rates, not on these rows.

SMILES	b-catenin transl	b-catenin transl cell count 5 µM	Yfh1-depleted yeast	Lipid droplet	Lipid droplet cells 6.5 µM	MT stabilize HCS	MT stabilize HCS Hoechst-high %	MT stabilize HCS cytotoxicity %	HEK293 NOD2/NF-kB	Dynein transport	Dynein transport cytoplasmic EGFP	Dynein transport nuclear GR-EGFP	Dynein transport cell count	Ins promoter up	Ins promoter up cell count	WT yeast gro inh	WT yeast gro inh mutant strain	Autophagy mod	Autophagy mod cell loss 18 h
CCOC(=O)c1ccc(NC(=S)NCCc2ccccc2F)cc1	-2.5	1074	i	-2	764	4.0	2.4	7.1	9%	-1.1	-0.25	0.23	-0.16	0.06	1577	58*	38*	i	-1
O=C(NNC(=S)NC1CCCCC1)c1ccccc1Cl	1.8	1491	i	-1	624	5.9	2.0	4.5	-24%	0.1	-0.31	0.73	-0.61	-0.27	1389	17	11	i	6
CCCCCOC(=O)Nc1nnc(CCC)s1	0.5	739	i	.	.	5.7	3.0	5.6	0%	-0.39	-0.29	-0.00048	0.085	0.02	700	-5	10	i	7
CNc1oc(-c2ccc(Cl)cc2)nc1C#N	.	.	i	.	.	4.6	4.2	12	-69%	-0.69	-0.21	-0.063	0.43	.	.	2	-3	i	-3
CN1CCCC(OC(=O)/C(C#N)=C/c2ccccc2)C1 (stereo not drawn)	0.9	1056	i	4	688	6.5	2.9	35	3%	-0.11	0.34	0.34	0.21	-1.1	1271	15	-4	i	9
COCCn1c(-c2ccc(Cl)cc2)cnc1SCC(=O)NCc1cccs1	-0.6	976	i	.	.	1.2	2.3	5.4	-14%	0.87	-0.081	0.53	-1.2	-1.7	1114	2	-11	i	11
CCOC(=O)c1c(NC(=O)CSc2nnc(C)c(=O)[nH]2)sc(C)c1-c1ccc(C)cc1	-0.7	1271	i	-1	700	.	.	.	41%	-0.57	-0.78	-0.52	0.17	-0.61	1023	.	.	.	.
COc1ccccc1Sc1ccccc1/C=N/NC(N)=O	0.7	884	i	-14	670	1.5	2.9	12	22%	-0.5	-0.17	-0.86	0.37	-0.12	1535	-11	14	i	6
NC(=O)Cn1nnc(-c2ccc(CN3CCCCC3)cc2)n1	-1.0	949	i	9	720	2.9	1.2	8.4	8%	-0.71	-0.23	-0.14	-0.11	-0.27	1599	-16	-20	i	-7
COC(=O)NNC(=O)c1ccccc1C	-1.8	1161	i	-3	798	2.3	1.9	5.6	11%	0.78	-0.19	0.96	-0.013	0.23	745	-5	3	i	-9
COc1ccccc1N1CCN(C(=O)c2cc(-c3cccs3)on2)CC1	-0.1	1218	i	-6	700	1.8	2.3	3.1	-4%	-0.41	-0.17	0.21	0.26	.	.	-6	-13	i	-13
CC(C)OCCCNC(=O)CN1CCN(Cc2ccccc2Cl)C1=O	.	.	i	0	727	1.2	1.0	8.7	0%	-0.37	-0.095	0.12	-0.058	-0.56	767	-14	-7	i	3
O=C(O)CCC(=O)Nc1ccc(Cc2ccc(NC(=O)CCC(=O)O)c(O)c2)cc1O	.	.	i	-7	769	1.3	0.9	5.8	-11%	-0.66	-0.096	-0.095	0.43	1.6	875	8	-4	i	-10
CCc1nc2ccc(C(=O)NCc3ccccc3)cc2nc1CC	-0.3	1498	i	0	629	1.1	1.4	8.7	10%	2.7	-0.09	1.6	-1.1	0.01	1526	14	14	i	-33
COc1cccc(CNC(=O)C(c2ccc(Cl)cc2)C(C)C)c1 (stereo not drawn)	.	.	i	-6	620	1.5	3.0	6.9	-6%	-0.51	-0.28	-0.72	0.34	0.12	1383	12	-2	i	-4
CCOc1ccc2[nH]c(=O)c(CN(Cc3nnnn3Cc3ccccc3)CC3CCCO3)cc2c1 (stereo not drawn)	-2.3	905	i	.	.	0.8	1.6	9.4	4%	1.9	-0.24	0.39	0.18	1.3	1275	0	-27	i	10
CC1(C)CC(CCN)(Cc2ccccc2Cl)CCO1 (stereo not drawn)	-0.8	1309	i	1	763	.	.	.	16%	-0.19	-0.22	0.56	-0.27	-0.52	1041	.	.	.	.
COc1ccc(OC)c(C2C3=C(CCCC3=O)Nc3nnnn32)c1 (stereo not drawn)	1.9	1012	i	8	552	2.4	2.2	4.0	19%	-0.14	-0.26	0.081	0.21	-0.75	1329	6	9	i	8
O=C(CSc1nnnn1C1CCCC1)Nc1ccccc1N1CCOCC1	0.7	1478	i	-2	645	1.9	1.2	6.4	9%	0.17	-0.21	0.3	0.44	-0.05	1492	3	6	i	-42
COc1ccc(NC(=S)NC(C)c2ccncc2)cc1OC (stereo not drawn)	-0.2	1033	i	14	669	2.8	2.8	3.7	-29%	-0.23	-0.24	-0.15	0.31	-0.07	1543	9	2	i	13
CCc1nnc(NC(=O)CSc2nnc(-c3ccc(S(=O)(=O)N4CCCC4)cc3)n2CC)s1	-1.1	982	i	-12	763	3.8	1.9	6.7	20%	-0.11	-0.19	-0.18	0.29	0.4	1164	2	0	i	-2
O=C(Nc1cccc2ccccc12)C(=O)C1C(=O)Nc2ccccc21 (stereo not drawn)	0.6	1290	i	6	718	.	.	.	15%	-0.38	-0.24	0.27	0.14	0.26	964	.	.	.	.
Cc1cccc(NS(=O)(=O)c2cc(C(=O)NCCC3=CCCCC3)ccc2Cl)c1	-1.8	1374	i	.	.	3.0	1.8	6.6	24%	-1.1	-0.11	-0.61	1.5	0.27	1418	8	0	i	-5
CCOC(=O)c1cccnc1SCC(=O)NC(C)CC (stereo not drawn)	-0.3	1190	i	-8	736	3.1	1.0	2.0	-6%	-0.49	-0.26	-0.93	-0.23	.	.	-3	-2	i	0
O=C1CCC(=O)N1CN(Cc1ccco1)CN1C(=O)CCC1=O	-2.7	1035	i	.	.	5.0	3.3	6.7	-2%	-0.89	0.51	-0.92	0.6	0.16	1651	10	4	i	-4
CCOC(=O)c1cnc2c(cnn2C)c1NCCC#N	-2.0	1023	i	11	678	1.0	1.6	9.7	-1%	0.2	-0.22	-0.43	0.6	0.63	1954	1	-3	i	1
Cc1[nH][nH]c(=O)c1C(c1ccccc1[N+](=O)[O-])C(C#N)C#N (stereo not drawn)	-0.5	1172	i	-1	677	6.1	1.9	12	-10%	0.37	-0.24	0.076	-0.72	-0.1	1314	4	11	i	4
CC(C)(O)P(C)(=O)c1ccccc1 (stereo not drawn)	.	.	i	0	763	2.7	1.8	5.7	14%	-0.32	-0.22	0.071	0.34	0.89	1039	1	-6	i	11
Cc1ccccc1NC(=O)N(CCc1nc2ccccc2[nH]1)Cc1ccccc1	-3.5	571	i	-25	729	2.9	3.2	5.6	12%	0.98	-0.22	0.84	-0.56	-0.81	1191	5	0	i	5
CCCC(c1nnnn1Cc1ccccc1)N1CCC(C(N)=O)CC1 (stereo not drawn)	0.7	1205	i	.	.	3.8	2.3	4.8	-3%	-0.69	-0.19	-0.086	-0.21	1.7	1114	-8	-5	i	22
CC(=O)NC(Cc1ccccc1)C(=O)NC1CCN(C(=O)NC2CCCCC2)CC1 (stereo not drawn)	-3.4	805	i	.	.	2.4	3.8	13	-3%	-0.00098	-0.23	-0.059	-0.35	0.89	1177	2	-9	i	-39
Cc1ccc(O)c(C(=O)c2cnc3c(c2)COc2ccccc2-3)c1	0.4	1049	i	6	741	3.2	2.3	7.0	24%	1.6	-0.17	1.4	-2	-0.58	781	56	17	i	-14
CCCCc1c(C)c(C#N)c2nc3ccccc3n2c1Cl	-2.9	1129	i	6	637	9.1	2.0	6.0	-34%	-5.2*	1*	-2.5*	0.67*	0.61	1500	24	18	i	36
CCN(CC)C(=O)CSC1=C(C#N)C(c2cccs2)C=C(C)N1 (stereo not drawn)	-4.0	884	i	.	.	1.6	4.0	12	8%	4.1	0.1	3.6	-1.8	1.4	1328	2	16	i	7
CCC(=O)OCC(=O)Nc1ncc(C(F)(F)F)cc1Cl	-2.4	1092	i	-4	755	.	.	.	-14%	-1.3	3.8	0.00017	0.71	0.13	1466	.	.	.	.
COc1ccc(CC(=O)NCCN2CCCC2)cc1	0.0	1340	i	.	.	2.9	1.4	3.0	24%	0.14	-0.17	-0.32	-1.4	-0.11	1671	6	3	i	-3

In the list so far, these have fluorine:
SMILES	b-catenin transl	b-catenin transl cell count 5 µM	Yfh1-depleted yeast	Lipid droplet	Lipid droplet cells 6.5 µM	MT stabilize HCS	MT stabilize HCS Hoechst-high %	MT stabilize HCS cytotoxicity %	HEK293 NOD2/NF-kB	Dynein transport	Dynein transport cytoplasmic EGFP	Dynein transport nuclear GR-EGFP	Dynein transport cell count	Ins promoter up	Ins promoter up cell count	WT yeast gro inh	WT yeast gro inh mutant strain	Autophagy mod	Autophagy mod cell loss 18 h
CCOC(=O)c1ccc(NC(=S)NCCc2ccccc2F)cc1	-2.5	1074	i	-2	764	4.0	2.4	7.1	9%	-1.1	-0.25	0.23	-0.16	0.06	1577	58*	38*	i	-1
CCC(=O)OCC(=O)Nc1ncc(C(F)(F)F)cc1Cl	-2.4	1092	i	-4	755	.	.	.	-14%	-1.3	3.8	0.00017	0.71	0.13	1466	.	.	.	.
